Rhodamine fluor = compound autofluorescence in rhodamine spectral region; AID 594; max dye-equivalent concentration, M; Rhodamine-region fluorescence, 547/598 nm, Tris buffer; active compounds read high; 0.05% of 59,000 active; in the data active = max dye-equivalent concentration above about 11 nM; inconclusive = between about 1.1 nM and that limit
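Intensities are converted to rhodamine-equivalent concentration using a six-point rhodamine standard on each plate. Compounds sit 15 min at room temperature in 100 mM Tris buffer, pH 8.0; read uses the 547/598 nm excitation/emission pair.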
Texas Red fluor = compound fluoresces in the Texas Red spectral region | Compound fluorescence, Texas Red channel, 547/618 nm; active compounds read high | max dye-equivalent concentration, M | 0.06% of 59,000 active | AID 587; in the data active = max dye-equivalent concentration above about 10 nM; inconclusive = between about 1.1 nM and that limit
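qHTS profiling of intrinsic compound fluorescence; 100 mM Tris pH 8.0; 15 min RT; ex 547 / em 618 nm; response expressed as Texas Red dye-equivalent concentration from six-point plate standard.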
Hsp90 Hop PPI = changes Hsp90-Hop TPR2A binding signal, up or down; AlphaScreen TPR2A-His6 binding biotin-Hsp90 C-terminal peptide; Potency, µM (doses to about 57 µM), inactives show at the highest dose activity change, negative = inhibition; 0.44% of 71,000 active; AID 595; active = well fitted curve in either direction with a large enough effect; inconclusive = small, poorly fitted or top-dose-only effect, or another doubt; also: potency is read from the fitted curve at half-maximal effect; % is scaled to controls: 0 for no effect and ±100 for the full control effect; many of its hits are not listed in these tables
4-MU autofl = 4-MU region autofluorescence; compound autofluorescence, 340/450 nm, 4-MU equivalents; active compounds read high; max dye-equivalent concentration, M; 11% of 59,000 active; in the data active = max dye-equivalent concentration above about 10 nM; inconclusive = mostly about 1.1 nM to 9.6 nM
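Intrinsic fluorescence at 340/450 nm (ex/em) was read after 15 min at room temperature in pH 8.0, 100 mM Tris. Each compound concentration expressed as 4-MU-equivalent concentration from a six-point 4-MU standard series on each plate.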
HADH2 inhib = blocks human hydroxyacyl-CoA dehydrogenase type II. recombinant HADH2, NADH fluorescence, beta-hydroxybutyryl-CoA. Potency, µM (titrated, usually from 57.1 µM), for inactives: top-dose activity change, negative = inhibition, hits mostly inhibitors. AID 886. 3.4% of 73,000 active; also: potency is read from the fitted curve at half-maximal effect; % is scaled to controls: 0 for no effect and ±100 for the full control effect; nearly all actives have a fitted effect of over 60% in size; many of its hits are not listed in these tables
Target sequence (Q99714 whole entry, looked up, one chain of several): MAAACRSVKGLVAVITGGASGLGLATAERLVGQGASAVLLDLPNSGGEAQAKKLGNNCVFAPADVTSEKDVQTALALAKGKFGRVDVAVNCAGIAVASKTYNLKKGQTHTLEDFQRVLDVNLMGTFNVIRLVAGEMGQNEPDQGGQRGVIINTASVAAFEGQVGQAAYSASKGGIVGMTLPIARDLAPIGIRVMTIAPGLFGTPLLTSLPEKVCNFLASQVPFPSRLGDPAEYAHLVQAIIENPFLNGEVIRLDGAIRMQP
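20 nM HADH2 + cpd, 15 min RT; add 1 mM NAD+/90 uM beta-hydroxybutyryl-CoA; kinetic fluorescence 360/450 nm, 4 min. Tris-HCl pH 9.0, 0.01% Tween-20.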
HBB splicing = hemoglobin beta splicing modulation; HBB splicing reporter cell assay, activation; EGFP reporter with mutant IVS2-654 intron; response scale: normalised to 500 nM splice-correcting PNA; 0.06% of 65,000 active; Potency, µM (series often up to 46.1 µM), without a hit: at the highest dose activation, most hits filed as activators; AID 925; also: potency is read from the fitted curve at half-maximal effect; 0% is about no effect
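HeLa cells stably expressing EGFP interrupted by mutant beta-globin intron 2 (IVS2-654), 500/well in 2% FCS. Treated with compound for 2 days at 37C. Splicing correction scored as total well GFP intensity (488 nm excitation, 500-520 nm emission); 500 nM antisense PNA served as control.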
DNA Pol III inh = blocks replication by bacterial DNA polymerase III holoenzyme; reconstituted DNA polymerase III holoenzyme replication, biochemical; Potency, µM (series often up to 57.1 µM), for the others: at the top dose activity change, negative = inhibition; 0.25% of 71,000 active; AID 603; also: potency is read from the fitted curve at half-maximal effect; % is scaled to controls: 0 for no effect and ±100 for the full control effect
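Reconstituted *E. coli* holoenzyme (0.35 nM Pol III, 1 nM beta, 154 nM SSB, 2 nM primase) was preincubated with compound for 15 min at RT. Synthesis on 1.4 nM ssM13Gori ran 35 min, then was stopped with PicoGreen/EDTA and read as dsDNA fluorescence.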
15-hLO inh = blocks human 15-lipoxygenase activity; P16050; purified 15hLO-1, xylenol orange hydroperoxide absorbance; Potency, µM (titrated, usually from 57.1 µM), for the others: top-dose activity change, negative = inhibition, most hits filed as inhibitors; 1.4% of 74,000 active; AID 887; also: potency is read from the fitted curve at half-maximal effect; % is scaled to controls: 0 for no effect and ±100 for the full control effect; nearly all actives have a fitted effect of over 55% in size
Target sequence (P16050 whole entry, looked up): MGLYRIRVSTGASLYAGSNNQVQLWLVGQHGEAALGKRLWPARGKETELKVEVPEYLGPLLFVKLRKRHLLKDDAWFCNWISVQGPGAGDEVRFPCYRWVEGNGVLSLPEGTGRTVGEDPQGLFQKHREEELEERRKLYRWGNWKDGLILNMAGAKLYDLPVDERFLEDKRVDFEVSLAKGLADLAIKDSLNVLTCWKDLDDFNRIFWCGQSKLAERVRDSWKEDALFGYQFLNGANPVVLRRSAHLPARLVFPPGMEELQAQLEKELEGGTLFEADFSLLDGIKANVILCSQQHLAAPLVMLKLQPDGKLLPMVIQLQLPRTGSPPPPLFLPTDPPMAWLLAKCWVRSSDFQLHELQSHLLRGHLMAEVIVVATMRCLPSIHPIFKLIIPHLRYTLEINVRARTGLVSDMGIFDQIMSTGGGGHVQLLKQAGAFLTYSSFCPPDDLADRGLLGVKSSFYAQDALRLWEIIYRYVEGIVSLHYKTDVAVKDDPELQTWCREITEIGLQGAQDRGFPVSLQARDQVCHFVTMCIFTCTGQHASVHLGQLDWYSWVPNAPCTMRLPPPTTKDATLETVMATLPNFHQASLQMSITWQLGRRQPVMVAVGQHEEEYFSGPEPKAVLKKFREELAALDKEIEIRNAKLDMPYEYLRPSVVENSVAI
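Compounds were preincubated 15 min at room temperature with 40 nM purified human enzyme (25 mM Hepes pH 7.5, 0.01% Triton X-100); 50 uM arachidonic acid reacted 6 min. Fe-xylenol orange detection, 30 min, absorbance ratio 573/405 nm.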
Epigenetic mod = epigenetic GFP locus derepression in mouse cells. 0.09% of 68,000 active. mouse C127i GFP locus derepression, cytometry, 30 h. Potency, µM (titrated, usually from 46.1 µM), for the others: at the top dose GFP derepression (activation); also: % of control where 0% means no effect
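Murine C127i mammary cells carrying a silenced, stably integrated CMV-driven GFP reporter were treated with compound for 30 hours at 37 C. After PBS washes, GFP-positive cells were counted by laser-scanning microplate cytometry.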
Fluorescein fluor = compound fluoresces in the fluorescein spectral region; Compound autofluorescence, 480/540 nm, fluorescein-equivalent; active compounds read high; max fluorescein-equivalent concentration, M; 0.91% of 59,000 active; AID 593; in the data active = max fluorescein-equivalent concentration above about 10 nM; inconclusive = between about 1.1 nM and that limit
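Compounds were pin-transferred into 100 mM Tris buffer, pH 8.0, and incubated 15 min at room temperature. Fluorescence was read at 480 nm excitation/540 nm emission. Signals were normalized to an on-plate six-point fluorescein standard curve as dye-equivalent concentration.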
Ub-GFP proteasome = proteasome inhibitors stabilizing ubiquitin-GFP reporter; Potency, µM (top dose mostly 45.9 µM), for inactives: at the highest dose activation (GFP accumulation), actives largely listed as activators; AID 526; Ubiquitin-GFP reporter cells, proteasome inhibition, GFP fluorescence; response scale: untreated = 0%, 10 µM MG-132 = 100%; 67,000 tested, under 10 active; active = well fitted activation curve with a large enough effect, not every such curve was filed as active; inconclusive = small, poorly fitted or top-dose-only effect, or another doubt; inactive = no such curve, though single readings can be large or run the other way; also: potency is read from the fitted curve at half-maximal effect
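GFP accumulation read-out: laser plate cytometry counting ubiquitin(G76V)-GFP-expressing U2OS cells after 4 hr compound exposure at 37 °C. Titrations spanned 46 uM to 2.9 nM; 0% = basal, 100% = 10 uM MG-132; concentration-response curves fitted.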
The depositor's hits bear a star; [ ] = dose if it differs, or a comment. Unless noted, calls follow the shape of the dose curve; as a rule, active = well fitted curve in the direction sought with a large enough effect; inconclusive = small, poorly fitted or top-dose-only effect, or another doubt; inactive = no such curve, though single readings can be large; an effect the other way counts as inactive or inconclusive. An excerpt; count on the stated rates, not on these rows.

Results for COc1ccc(OC)c(-c2cc(C(=O)O)c3cc4ccccc4cc3n2)c1 ?
Rhodamine fluor: inactive; Texas Red fluor: inactive; Hsp90 Hop PPI: -1%[11 µM]; 4-MU autofl: inactive; HADH2 inhib: 9%[11.4 µM]; HBB splicing: 2.8%[9.22 µM]; DNA Pol III inh: -12%[11.4 µM]; 15-hLO inh: 4%[11.4 µM]; Epigenetic mod: 4%[9.22 µM]; Fluorescein fluor: inactive; Ub-GFP proteasome: -9%[9.17 µM]

How did COc1ccc(-c2nc3cnc(N4CCOCC4)nc3n(C)c2=O)cc1 do in these assays?
Rhodamine fluor: inactive; Texas Red fluor: inactive; Hsp90 Hop PPI: -1%; 4-MU autofl: inconclusive; HADH2 inhib: 3%; HBB splicing: 2.8%; DNA Pol III inh: -2%; 15-hLO inh: -9%; Epigenetic mod: 0%[9.22 µM]; Fluorescein fluor: inactive; Ub-GFP proteasome: 7%

Results for Cc1ccc(C2Nc3ccccc3-c3nc4ccccc4n32)o1 (stereo unspecified) ?
Rhodamine fluor: inactive; Texas Red fluor: inactive; Hsp90 Hop PPI: -5%; 4-MU autofl: 1.4e-06M*; HADH2 inhib: 16µM*; HBB splicing: -0.9%; DNA Pol III inh: -2%; 15-hLO inh: 6%; Epigenetic mod: 10%; Fluorescein fluor: inactive; Ub-GFP proteasome: -2%

What do the screens show for `O=C(Nc1nccs1)c1ccc2nccnc2c1`?
Rhodamine fluor: inactive; Texas Red fluor: inconclusive; Hsp90 Hop PPI: -6%; 4-MU autofl: inactive; HADH2 inhib: inconclusive; HBB splicing: 0.0%[57.5 µM]; DNA Pol III inh: -8%; 15-hLO inh: 7%; Epigenetic mod: 0%; Fluorescein fluor: inconclusive; Ub-GFP proteasome: 2%

Results for CC(=O)OC1=C(C#N)Cn2ccc3cccc1c32 ?
Rhodamine fluor: inactive; Texas Red fluor: inactive; Hsp90 Hop PPI: -4%; 4-MU autofl: inactive; HADH2 inhib: 10%; HBB splicing: -0.4%; DNA Pol III inh: -10%; 15-hLO inh: 5%; Epigenetic mod: 3%; Fluorescein fluor: inactive; Ub-GFP proteasome: -2%

How did O=c1cc(-c2ccccc2)c2c([nH]1)CCCC2 do in these assays?
Rhodamine fluor: inactive; Texas Red fluor: inactive; Hsp90 Hop PPI: 0%; 4-MU autofl: inactive; HADH2 inhib: -5%; HBB splicing: 1.9%[0.369 µM]; DNA Pol III inh: -6%; 15-hLO inh: -12%; Epigenetic mod: 0%; Fluorescein fluor: inconclusive

Results for COC(=O)c1c(C(=O)OC)n(CCCN)c2ccc(C)cc12 ?
Rhodamine fluor: inactive; Texas Red fluor: inconclusive; Hsp90 Hop PPI: -2%; 4-MU autofl: 6.3e-08M*; HADH2 inhib: -14%; HBB splicing: 7.4%; DNA Pol III inh: -2%; 15-hLO inh: 1%; Epigenetic mod: 0%; Fluorescein fluor: inconclusive; Ub-GFP proteasome: 5%

What do the screens show for `Brc1cccc(-c2nnc(SCc3ccon3)n2-c2ccccc2)c1`?
Hsp90 Hop PPI: 2%; HADH2 inhib: -5%; HBB splicing: -0.3%; DNA Pol III inh: 13%; 15-hLO inh: -6%; Ub-GFP proteasome: 8%

Results for COc1ccc(Cl)cc1S(=O)(=O)N1CCN(C)CC1 ?
Hsp90 Hop PPI: -3%; HADH2 inhib: -5%; HBB splicing: -0.7%; DNA Pol III inh: 0%; 15-hLO inh: 8%; Epigenetic mod: 0%; Ub-GFP proteasome: -5%

Results for CC1CCN(S(=O)(=O)c2ccc3[nH]c(=O)cc(C(=O)O)c3c2)CC1 ?
Rhodamine fluor: inactive; Texas Red fluor: inactive; Hsp90 Hop PPI: -3%; 4-MU autofl: inactive; HADH2 inhib: -8%; HBB splicing: -1.8%[57.5 µM]; DNA Pol III inh: -1%; 15-hLO inh: -5%; Epigenetic mod: 0%; Fluorescein fluor: inactive; Ub-GFP proteasome: 3%

Results for COC(=O)CC1=C(C(=O)OC)C(c2cccs2)C(C#N)=C(N)O1 (stereo unspecified) ?
Rhodamine fluor: inactive; Texas Red fluor: inactive; Hsp90 Hop PPI: 0%; 4-MU autofl: inconclusive; HADH2 inhib: inconclusive; DNA Pol III inh: -8%; 15-hLO inh: 9%; Epigenetic mod: 2%; Fluorescein fluor: inactive; Ub-GFP proteasome: -3%

What do the screens show for `CC(=O)Nc1cnn(Cc2ccc(Br)cc2)c1`?
Rhodamine fluor: inactive; Texas Red fluor: inactive; Hsp90 Hop PPI: -5%; 4-MU autofl: inactive; HADH2 inhib: 1%; HBB splicing: 0.7%; DNA Pol III inh: 0%; 15-hLO inh: 8%; Epigenetic mod: 0%; Fluorescein fluor: inactive; Ub-GFP proteasome: 6%

What do the screens show for `COc1ccc(-c2nc3cnc(N(C)C)nc3n(Cc3cccs3)c2=O)cc1`?
Rhodamine fluor: inactive; Texas Red fluor: inactive; Hsp90 Hop PPI: -1%; 4-MU autofl: inconclusive; HADH2 inhib: -3%; HBB splicing: 0.2%; DNA Pol III inh: -7%; 15-hLO inh: -5%; Epigenetic mod: 3%[9.22 µM]; Fluorescein fluor: inactive; Ub-GFP proteasome: 12%

What do the screens show for `O=C1C(=O)c2ccccc2C(O)=C1C(C1=C(O)c2ccccc2C(=O)C1=O)c1ccc(Cl)cc1`?
Rhodamine fluor: inactive; Texas Red fluor: inactive; Hsp90 Hop PPI: -5%[11 µM]; 4-MU autofl: inactive; HADH2 inhib: 0%[11.4 µM]; HBB splicing: 6.9%[9.22 µM]; DNA Pol III inh: -8%[11.4 µM]; 15-hLO inh: -6%[11.4 µM]; Epigenetic mod: 6%[9.22 µM]; Fluorescein fluor: inactive; Ub-GFP proteasome: -9%[9.17 µM]

What do the screens show for `CN(C)Cc1ccccc1-c1cc(N(C)C)ncn1`?
Rhodamine fluor: inactive; Texas Red fluor: inactive; Hsp90 Hop PPI: -1%; 4-MU autofl: inactive; HADH2 inhib: -13%; HBB splicing: 0.1%; DNA Pol III inh: -2%; 15-hLO inh: 1%; Epigenetic mod: 0%[9.22 µM]; Fluorescein fluor: inactive; Ub-GFP proteasome: -4%

Results for C=CCN1C(=O)C(O)(CC(=O)c2ccc(OC)cc2OC)c2cc(Br)ccc21 (stereo unspecified) ?
Rhodamine fluor: inactive; Texas Red fluor: inactive; Hsp90 Hop PPI: -5%; 4-MU autofl: inactive; HADH2 inhib: -5%; HBB splicing: 3.0%; DNA Pol III inh: -4%; 15-hLO inh: inconclusive; Epigenetic mod: -2%; Fluorescein fluor: inconclusive; Ub-GFP proteasome: 4%

Results for COCCOC(=O)C1=C(C)NC(=O)NC1c1ccc(OC(=O)c2ccco2)c(OC)c1 (stereo unspecified) ?
Hsp90 Hop PPI: 0%; HADH2 inhib: -6%; HBB splicing: 0.3%[9.22 µM]; DNA Pol III inh: -3%; 15-hLO inh: 0%; Epigenetic mod: 2%; Ub-GFP proteasome: 20%

Results for CCCC(=O)C1C(=O)CC(C)(C)C(c2cc(C)no2)C1=O (stereo unspecified) ?
Hsp90 Hop PPI: 1%; HADH2 inhib: -9%; HBB splicing: 2.0%; DNA Pol III inh: 3%; 15-hLO inh: -4%; Epigenetic mod: -2%; Ub-GFP proteasome: 1%

Results for CCOc1ccccc1CN1CCN(S(=O)(=O)CC)CC1 ?
Rhodamine fluor: inactive; Texas Red fluor: inactive; Hsp90 Hop PPI: -3%; 4-MU autofl: inactive; HADH2 inhib: -5%; DNA Pol III inh: 0%; 15-hLO inh: 20%; Epigenetic mod: 0%; Fluorescein fluor: inconclusive; Ub-GFP proteasome: 1%

Results for CC(=O)/C(=C\c1ccccc1F)C(=O)c1ccccc1 ?
Rhodamine fluor: inactive; Texas Red fluor: inactive; Hsp90 Hop PPI: 1%[11 µM]; 4-MU autofl: inactive; HADH2 inhib: -5%[11.4 µM]; HBB splicing: 4.1%[9.22 µM]; DNA Pol III inh: -5%[11.4 µM]; 15-hLO inh: -3%[11.4 µM]; Epigenetic mod: 0%[9.22 µM]; Fluorescein fluor: inactive; Ub-GFP proteasome: -2%[9.17 µM]

What do the screens show for `CCOc1ccc(-n2c(COc3ccc(C)cc3)nnc2SCC(N)=O)cc1`?
Rhodamine fluor: inactive; Texas Red fluor: inactive; Hsp90 Hop PPI: -4%; 4-MU autofl: inconclusive; HADH2 inhib: -2%; HBB splicing: -1.9%[57.5 µM]; DNA Pol III inh: 0%; 15-hLO inh: 2%; Epigenetic mod: -4%; Fluorescein fluor: inactive; Ub-GFP proteasome: -1%
